High-throughput results: PubChem BioAssay, National Center for Advancing Translational Sciences (NCATS)
IL2 activator = activators of IL-2; IL-2 activation reporter assay, cell-based qHTS; stimulated with anti-CD3/CD4/CD28 beads; in transgenic mouse T cells; activation, % (series mostly up to about 46 µM); hit rate 0.065% among 360,000; in the data active = activation above about 50%; inconclusive = mostly about 30% to 49%; note: 0% is about no effect
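Readout: EGFP and DsRed signals by fluorescent plate cytometry. Unstimulated transgenic mouse T cells received compound 60 min before antibody-bead stimulation, then incubated 18 h at 37 degrees C.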
D3 ag = activates the human D3 dopamine receptor; max activation, %; D3R DiscoveRx beta-arrestin cells, luminescence, 90 min; hit rate 0.58% among 410,000; P35462; in the data active = max activation above about 30%; note: 0% is about no effect; mostly tested at two doses, the higher about 12 µM
Target sequence (P35462 whole entry, looked up): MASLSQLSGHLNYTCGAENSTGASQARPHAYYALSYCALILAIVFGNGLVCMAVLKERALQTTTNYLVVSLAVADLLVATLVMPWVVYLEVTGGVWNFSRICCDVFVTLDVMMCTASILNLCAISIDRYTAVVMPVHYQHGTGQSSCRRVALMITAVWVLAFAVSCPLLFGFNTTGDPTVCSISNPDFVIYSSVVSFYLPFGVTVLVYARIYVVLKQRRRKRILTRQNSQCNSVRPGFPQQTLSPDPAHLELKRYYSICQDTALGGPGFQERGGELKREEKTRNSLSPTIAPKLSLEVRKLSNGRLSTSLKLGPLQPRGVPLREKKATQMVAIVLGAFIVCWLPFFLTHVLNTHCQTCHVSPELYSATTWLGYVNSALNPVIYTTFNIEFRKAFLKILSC
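Agonist mode: compounds and dopamine controls were applied to plated cells for 90 min at 37 degrees C after an overnight attachment at 1500 cells/well. Luminescent read-out followed 30 - 60 minutes at room temperature with DiscoveRx detection reagent.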
DRD3 antagonist = D3 dopamine receptor (human) antagonism | P35462 | D3R cells, DiscoveRx beta-arrestin luminescence, antagonist mode; stronger effect = lower value | max response, negative = inhibition, % | hit rate 2.5% among 360,000 | AID 652054; in the data active = max response below about -50%; inconclusive = no clear call, values can overlap the other calls; note: % is set by controls: 0 for no effect and ±100 for the full control effect; mostly tested at two doses, the higher about 12 µM
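Cells expressing the human receptor were seeded at 1500 cells/well, incubated overnight at 37 degrees C in 5% CO2, then exposed to library compounds with dopamine controls for 90 minutes at 37 degrees C before luminescent detection.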
WRN inhibitor = WRN helicase (human) inhibition; Q14191; Potency, µM (top dose mostly 114 µM), for the others: at the top dose activity change, negative = inhibition, most hits filed as inhibitors; WRN helicase unwinding, fluorescent forked duplex, kinetic; hit rate 0.46% among 360,000; AID 651768; note: potency is the fitted concentration of half-maximal effect; % is set by controls: 0 for no effect and ±100 for the full control effect; nearly all actives have a fitted effect of over 55% in size
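Screening of the MLSMR collection measured strand separation of a quenched forked DNA duplex (100 nM) by 20 nM WRN with 2 mM ATP, all final. Compounds were preincubated with enzyme 15 min at room temperature.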
PI5P4K alpha inh = PI5P4K alpha (human) kinase inhibition; P48426; PI5P4Kalpha enzyme, ADP-Glo luminescence, 60 min; stronger effect = lower value; max response, %; hit rate 1.2% among 330,000; AID 652105; active = max response of -50% or lower; inconclusive = between -30% and -50%; inactive = -30% or higher; note: value at the top dose of about 77 µM; % is set by controls: 0 for no effect and ±100 for the full control effect
Target sequence (P48426 whole entry, looked up): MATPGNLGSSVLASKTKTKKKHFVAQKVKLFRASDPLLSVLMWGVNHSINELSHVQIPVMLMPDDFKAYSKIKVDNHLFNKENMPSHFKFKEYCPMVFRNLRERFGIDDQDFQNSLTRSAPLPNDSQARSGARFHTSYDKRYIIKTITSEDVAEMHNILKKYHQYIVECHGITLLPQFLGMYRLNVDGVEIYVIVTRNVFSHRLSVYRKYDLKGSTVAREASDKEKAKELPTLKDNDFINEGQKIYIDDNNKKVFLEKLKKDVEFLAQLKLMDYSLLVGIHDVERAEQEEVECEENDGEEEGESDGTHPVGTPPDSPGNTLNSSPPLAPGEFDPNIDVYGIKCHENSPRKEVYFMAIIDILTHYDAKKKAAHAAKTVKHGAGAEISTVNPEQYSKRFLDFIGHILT
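Luminescence from ADP-Glo served as readout of PI5P4Kalpha activity in a qHTS format. Reaction: enzyme, substrate, compound, ATP at 5 microM final, 60 min at RT.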
GLP-1R inv ag = inverse agonists of human GLP-1 receptor. P43220. HEK293 GLP-1R CRE-luciferase, luminescence, 24 h; GLP-1R form is constitutively active. Potency, µM (doses to about 38.3 µM), without a hit: at the highest dose activity change, negative = inhibition, actives largely listed as inhibitors. hit rate 1.6% among 410,000; note: potency is the fitted concentration of half-maximal effect; % is set by controls: 0 for no effect and ±100 for the full control effect; nearly all actives have a fitted effect of over 55% in size
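Cells are plated, allowed 12 hours at 37 deg C, then treated with compounds for 24 hr before luciferase detection reagent is added and luminescence is read after 12 min at room temperature. The HEK293 line carries constitutively active GLP-1R with a cAMP-responsive reporter.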
GLP-1R agonist = GLP-1 receptor (human) agonism | HEK293 GLP-1R CRE-luciferase, luminescence, 4-6 h; cells express a hypersensitive GLP-1R form | hit rate 0.007% among 380,000 | P43220 | Potency, µM (highest dose often 45.6 µM), for inactives: at the top dose activation, usual class: activators; note: potency is the fitted concentration of half-maximal effect; % of control where 0% means no effect
HEK293 tox = cytotoxicity counter-screen for GLP-1 receptor inverse agonists; AID 624418; hit rate 0.13% among 410,000; HEK293 cAMP-luciferase reporter cells, luminescence, 24 h; Potency, µM (doses to about 38.3 µM), inactives show at the highest dose activity change, negative = inhibition, actives largely listed as inhibitors;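 note: loss of luciferase light is scored as toxicity; potency is the fitted concentration of half-maximal effect; % is set by controls: 0 for no effect and ±100 for the full control effect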
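Here, cytotoxicity is scored as loss of luminescence. The MLSMR collection was tested on cells seeded in medium containing 10% Nu serum, with a 24 hr compound exposure preceded by 12 hours of culture.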
PLK1 PBD block = blocks phosphopeptide binding to human PLK1 polo-box domain; Plk1 PBD binding of FITC phosphopeptide, fluorescence polarization; Potency, µM, for the others: max response, negative = inhibition, hits mostly inhibitors; hit rate 2.8% among 360,000; AID 720504; note: potency is the fitted concentration of half-maximal effect; series mostly up to about 57 µM; % is set by controls: 0 for no effect and ±100 for the full control effect; nearly all actives have a fitted effect of over 65% in size
Numbers without * were called inactive; ? = inconclusive; nt = no result given; & = joins results of further samples; [ ] = another dose, or the depositor's remark. Unless noted, calls come from the whole dose curve; as a rule, active = well fitted curve in the direction sought with a large enough effect; inconclusive = small, poorly fitted or top-dose-only effect, or another doubt; inactive = no such curve, though single readings can be large; an effect the other way counts as inactive or inconclusive.

SMILES | IL2 activator | D3 ag | DRD3 antagonist | WRN inhibitor | PI5P4K alpha inh | GLP-1R inv ag | GLP-1R agonist | HEK293 tox | PLK1 PBD block
O=C(NCc1ccncc1)Nc1ccc2c(c1)OCO2 | 2.2 | 1 | 2 | 5% | 3 | 8% | 8% | 2% | -14%
COc1ccc(CNC(=O)c2ccc(-c3ccccc3)cc2)cc1 | 0.3 | 0 | -22 | 11% | -5 | 4% | -7% | -19% | -7%
COc1ccc2nc3oc(C(=O)N4CCN(c5ccccc5F)CC4)cc3cc2c1 | 1.6 | 1 | -7 | -4% | -2 | 0% | -1% | -4% | -4%
COc1ccc(NC(=O)CSc2nc3ccccc3nc2Cc2ccc(C)cc2)cc1Cl | nt | 9 | nt | nt | nt | 15% | 1% | 4% | nt
COc1ccc(C2C(C(C)=O)=C(C)N=c3s/c(=C\c4ccc5c(c4)OCO5)c(=O)n32)c(OC)c1 (configuration not stated) | 0.8 | 4 | 6 | 10% | 3 | 1% | -1% | 2% | -16%
CCOC(=O)c1cc2c(nc1NC(=S)Nc1ccccc1)CC(C)(C)OC2 | -4.1 | 0 | -30 | -4% | 0 | 0% | 3% | -4% | 5%
Cn1c(CO)c(-c2ccccc2)c2cc([N+](=O)[O-])ccc21 | -1.2 | -1 | ? | -4% | 14 | ? | 8% | 2% | -4%
CN=C(Nc1ccc(C(=O)OC)cc1)SC1CC(=O)N(c2ccccc2F)C1=O (configuration not stated) | 1.8 | 3 | 7 | -5% | 2 | 6% | -10% | -4% | -3%
Cc1cc(=O)oc(C)c1C(=O)N[C@@H](Cc1ccccc1)C(=O)O | 0.6 | 1 | -8 | -10% | -1 | 2% | -6% | 2% | -6%
O=C(Nc1ccccc1N1CCOCC1)c1cc(Br)c(Br)s1 | -0.7 | -5 | 6 | -4% | 5 | -7%[0.307 µM] | -2% | -5%[0.307 µM] | -9%
Cc1cccc(C)c1NC(=O)C1(C)CSCC(=O)N1CC(F)(F)F (configuration not stated) | -0.2 | -6 | -7 | 0% | -3 | 1% | nt | 20% | -16%
CCC(C(=O)NC1CCCCC1)n1c(SCc2ccc(F)cc2)nc2ccncc21 (configuration not stated) | -1.0 | -11&-1 | 24 | 2% | -2 | ? | 21% | ? | -5%
CC[C@@]12C(=O)N(c3cccc(C)c3)C(=O)N1[C@H](c1ccc(OC)cc1)[C@@H]1C(=O)N(C(C)(C)C)C(=O)[C@@H]12 | 0.0 | 4 | 16 | 6% | 1 | -19% | 3% | 8% | -3%
CC1CCCCC1NC(=O)/C(C#N)=C/c1ccc(OCC(N)=O)cc1 (configuration not stated) | 0.0 | -18 | 3 | -26%[57.1 µM] | 2 | -12% | -1% | 5%[1.53 µM] | 4%
Cc1nnsc1S(=O)(=O)c1ccccc1 | -0.3 | 5 | 6 | 6% | -1 | 21% | 12% | 8% | -8%
CC(C)CC1C(C#N)=C(N)Oc2n[nH]c(-c3cccs3)c21 (configuration not stated) | 2.7 | 0 | -20 | -19% | nt | 2% | 5% | -2% | -19%
O=C(COC(=O)c1cn(-c2ccccc2)nc1-c1cccnc1)NC1CC1 | 1.0 | 2 | 2 | 7% | -1 | 1% | -7% | 5% | 0%
CCCN(CCC)CCCNC(=O)c1cn(CC)c2ccc(S(=O)(=O)N(C)C3CCCCC3)cc2c1=O | -0.4 | -5&-5 | -14 | 2% | -2 | 8%&-2% | -4%&-1% | -6%&0% | -1%
COc1ccc(CNc2nc(-c3ccccc3)nn2S(=O)(=O)c2ccccc2)cc1 | nt | 1 | nt | nt | nt | -29% | -5% | 4% | nt
Cc1noc(C)c1COC(=O)Cn1c(C)nc2ccccc21 | 1.1 | -8 | 4 | 3%[57.1 µM] | -8 | 4% | 0% | -3% | -11%
Cc1nnc(SC(C(=O)c2ccccc2)c2ccccc2)[nH]c1=O (configuration not stated) | -0.3 | -2 | -11 | -8% | 1 | 6% | 5% | -1% | -7%
N=C1C(c2ccccc2)=C(O)CN1CCCO | -0.7 | 2 | 1 | -1% | 2 | 7% | 1% | 1% | 24µM*
O=C(O)C1(P(=O)(c2ccccc2)c2ccccc2)CCCC1 | -0.6 | 9 | 13 | -5% | 8 | 12% | 1% | -7% | -3%
CC(NS(=O)(=O)c1cc2c3c(c1)CCN3C(=O)CC2)c1ccccc1 (configuration not stated) | -1.8 | 4 | 1 | 2% | -9 | 8% | 2% | -20% | -3%
COc1cccc(/C=C/C(=O)NCCc2ccc(OC)c(OC)c2)c1 | 0.4 | -8 | -9 | -2% | -3 | 2% | 9% | -2% | 3%

The list goes on; the last 4 above are carried over.
SMILES | IL2 activator | D3 ag | DRD3 antagonist | WRN inhibitor | PI5P4K alpha inh | GLP-1R inv ag | GLP-1R agonist | HEK293 tox | PLK1 PBD block
N=C1C(c2ccccc2)=C(O)CN1CCCO | -0.7 | 2 | 1 | -1% | 2 | 7% | 1% | 1% | 24µM*
O=C(O)C1(P(=O)(c2ccccc2)c2ccccc2)CCCC1 | -0.6 | 9 | 13 | -5% | 8 | 12% | 1% | -7% | -3%
CC(NS(=O)(=O)c1cc2c3c(c1)CCN3C(=O)CC2)c1ccccc1 (configuration not stated) | -1.8 | 4 | 1 | 2% | -9 | 8% | 2% | -20% | -3%
COc1cccc(/C=C/C(=O)NCCc2ccc(OC)c(OC)c2)c1 | 0.4 | -8 | -9 | -2% | -3 | 2% | 9% | -2% | 3%
CC(=O)Nc1cc(-c2ccc(F)cc2)cn2c(-c3ccc(F)cc3)cnc12 | -0.5 | 0 | -11 | -10% | -8 | -18% | 24% | 1% | ?
CS(=O)(=O)Cc1cc(N2CCCC2)nc(-c2ccccc2)n1 | 0.0 | 1 | -8 | -25% | 0 | -5% | 6% | 23% | -11%
COc1ccc(CN2CCCC(C(=O)N3CCCCC3)C2)cc1OC (configuration not stated) | -0.2 | -18 | -4 | -1% | -1 | 18% | 1% | 3% | -4%
COc1cccc(N2CCN(c3ccc(N4C(=O)CCC4=O)cc3[N+](=O)[O-])CC2)c1 | -0.1 | -13 | -12 | 2% | 1 | 10% | -1% | 5% | 0%
Cc1c(CC(=O)O)c(=O)oc2c(C)c(OCc3c(F)cccc3Cl)ccc12 | 0.4 | 0 | 3 | -9%[57.1 µM] | 11 | 24% | -7% | 3% | -11%
CCOC(=O)N1CCN(C(=S)NC(=O)c2ccc(Br)cc2)CC1 | -1.6 | 4 | 3 | 1% | -5 | -31% | 0% | ? | -5%
COC(=O)Cn1c(=O)sc2ccccc21 | -0.2 | -6 | 26 | -3% | nt | -6% | 4% | 0% | -2%
CCn1c(SC(C)C(=O)NC2CCCC2)nc2cc(S(N)(=O)=O)ccc21 (configuration not stated) | 2.1 | 8 | 1 | -3% | -3 | 18% | 1% | 16% | -6%
COc1ccc(S(=O)(=O)N2CCOCC2)cc1NC(=O)c1cccc(Cl)c1 | -4.1 | 12 | 43 | 4% | 0 | 23% | 10% | 4% | 4%
CC1(C)Oc2ccc(C(=O)N3CCc4ccccc43)cc2N(CC(=O)N2CCCC2)C1=O | 0.5 | -3 | -14 | -4% | -1 | -16% | -5% | -24% | -1%
CN(C)CCN(C(=O)c1ccc2c(c1)OCCO2)c1nc2cc3c(cc2s1)OCO3 | -2.4 | -9 | -20 | -30% | -2 | -25% | -2% | 7% | -11%
CCCCC1CCC(C(=O)N(CCCC)c2c(N)n(CCCC)c(=O)[nH]c2=O)CC1 (configuration not stated) | 1.6 | 0 | -6 | -22% | 1 | 20% | -15% | 0% | -12%
O=C(/C=C/c1cccs1)NCc1ccccc1 | -1.1 | 2 | -7 | -2% | -4 | -9% | 0% | -2% | 2%
Cc1ccc2c(c1)C(c1ccccc1)N(C(=O)c1cc3ccccc3oc1=O)CC(=O)N2 (configuration not stated) | -1.1 | 4 | 1 | -10% | -2 | -5% | 13% | -1% | -4%
C=CCN1C(=O)NC2(O)C(=O)c3ccccc3C12O (configuration not stated) | -3.1 | -1 | 14 | 0% | nt | 0% | -11% | 1% | -2%
Nc1ccc(S(=O)(=O)NC(Cc2ccccc2)C(=O)O)cc1 (configuration not stated) | -0.3 | -3 | 2 | 10% | -9 | 20% | -6% | 3% | -4%
CC(NC(=O)Cn1cc2c(n1)CCCCC2)c1ccccc1 (configuration not stated) | 2.0 | 1 | 1 | 3% | -4 | -22% | -5% | 0% | 0%
CCc1nc(Nc2ccccc2)c2nnn(Cc3ccccc3)c2n1 | -0.4 | -8 | -14 | -10% | 7 | ? | 30% | 16% | -1%
COc1cc(/C=N/NC(=O)c2cccc3ccccc23)cc(OC)c1O | -1.7 | 9 | -3 | -15% | 1 | 6% | 16% | -16% | -8%
CCc1nc(SCC(=O)NCCc2ccccc2)n[nH]1 | -0.4 | 6 | 0 | 2% | -9 | -7% | 9% | 22% | -9%
O=C1C2CCCN2C(c2cccs2)N1c1ccc(F)cc1 (configuration not stated) | -2.1 | 1 | 0 | -2% | 2 | ? | 16% | 7% | -7%
CCCc1nnc(SCC(=O)Nc2ccc(C(=O)OCC)cc2)o1 | -0.1 | 2 | 4 | 2% | -1 | 39%[activator] | 15% | -11% | -19%
Cc1c(N2C(=O)/C(=C\c3ccccc3O)SC2=S)c(=O)n(-c2ccccc2)n1C | -2.7 | -14 | -4 | 2% | ? | -8% | -2% | -10% | 1.7µM*
CCN(CC(=O)Nc1cccc(OC)c1)CC(=O)Nc1ccc(C)cc1Cl | -3.5 | 0 | 0 | -24% | 1 | ? | 3% | 15% | -6%
NC(=NC1CCCCC1)c1ccc([N+](=O)[O-])cc1 | 3.0 | 3 | -26 | 5% | -5 | 9% | -3% | -1% | 2%
CC1(C)C(=O)Nc2ccccc2N1C(=O)COc1ncnc2c(Cl)cc(Cl)cc12 | 2.2 | 15 | 4 | 7% | nt | 2% | -5% | 6% | -2%
COC(=O)CNS(=O)(=O)c1ccc(OC)cc1 | 0.4 | -1 | 13 | 6% | 4 | -2% | 1% | -6% | -4%
O=C(Nc1nnc(SCc2ccc(F)cc2)s1)C1Cc2ccccc2CN1C(=O)c1ccco1 (configuration not stated) | -0.7 | -1 | -19 | ? | ? | ? | 8% | -16% | 27µM*
